E-sel inducer = E-selectin induction in HUVECs, primary screen, imaging, HUVEC, immunofluorescence imaging, single point | P16581 | normalized: neutral wells 0, TNF-alpha wells 100 | activation, % at 7.58 µM | hit rate 0.37% among 260,000 | AID 686992, 2013;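 active = mean E-selectin-positive cell signal at least 10% of the positive control, reached in at least 60% of replicates, without over 20% cell loss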;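 note: in these data hits start at about 27%; measured in HUVEC primary endothelial cells; signal is the percent of cells scored E-selectin positive by PE staining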
Target sequence (P16581 whole entry, looked up): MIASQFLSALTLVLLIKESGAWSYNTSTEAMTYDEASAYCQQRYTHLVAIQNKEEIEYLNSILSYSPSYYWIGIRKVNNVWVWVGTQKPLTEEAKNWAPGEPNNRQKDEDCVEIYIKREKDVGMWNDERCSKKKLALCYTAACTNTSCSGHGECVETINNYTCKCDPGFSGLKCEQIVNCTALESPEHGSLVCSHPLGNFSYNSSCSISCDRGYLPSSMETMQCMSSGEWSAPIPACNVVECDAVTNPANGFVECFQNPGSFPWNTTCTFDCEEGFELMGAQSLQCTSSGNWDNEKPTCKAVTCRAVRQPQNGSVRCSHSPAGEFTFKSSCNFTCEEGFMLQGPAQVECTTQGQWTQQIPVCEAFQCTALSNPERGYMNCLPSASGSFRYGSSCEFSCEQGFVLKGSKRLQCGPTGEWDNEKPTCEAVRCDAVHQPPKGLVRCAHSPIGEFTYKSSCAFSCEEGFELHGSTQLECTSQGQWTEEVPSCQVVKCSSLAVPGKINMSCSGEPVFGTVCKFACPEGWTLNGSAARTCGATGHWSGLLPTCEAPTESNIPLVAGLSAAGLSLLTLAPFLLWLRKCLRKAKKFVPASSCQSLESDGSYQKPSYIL
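System: HUVEC / Compound: single concentration / Signal: immunofluorescence imaging / Read-out: percent E-selectin-positive cells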
DENV2 CPE = inhibitors of DENV2 cytopathic effect, primary screen, cell-based, plate reader, single concentration. hit rate 1.7% among 350,000. CPE inhibition, % at 9.99 µM. DENV2-infected cells, cytopathic effect rescue; in the data active = CPE inhibition above about 20%, passing the limit was not always enough; tested in BHK-21 cells;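 note: 0% = median of neutral control wells and 100% = median of positive control wells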
PglD DTNB = C. jejuni PglD acetyltransferase inhibitors, primary screen, biochemical, DTNB colorimetric, single point; hit rate 0.098% among 360,000; UDP-N-acetylbacillosamine N-acetyltransferase PglD (Campylobacter jejuni); inhibition, % at 12.5 µM; AID 602405, 2012; purified PglD enzyme, DTNB colorimetric CoA detection; in the data active = inhibition above about 16%, passing the limit was not always enough; note: strong numbers were not always called active
* hit, by the source's call; · = not tested or not shown. These rows are one share of the data; rates above refer to the full screens.

SMILES | E-sel inducer | DENV2 CPE | PglD DTNB
Cc1nc2c(-c3ccccc3)c(C)nn2c(C)c1CCC(=O)N1CCOCC1 | · | · | 2.9
COc1ccccc1OCCC(=O)OCC(=O)Nc1ncc(Cl)cc1Cl | · | · | 3.1
CCCCC(=O)Nc1c(C)cc(C)cc1Cl | · | · | 3.1
CC(=O)Nc1c(C(=O)O)oc2ccccc12 | · | · | -5.8
Cc1cc2nc(SCCOC(=O)Nc3ccccc3)nc(C)c2cc1C | · | · | 0.8
CN1c2ccccc2C(C)(C)C12CC(CCl)=NO2 (stereo unspecified) | · | · | -0.1
Cc1c(-c2ccccc2)cn2c1-c1ccc(C)n1CC2 | · | · | 6.0
CCC(C)(C)NC(=O)Cc1ccccc1OC | · | · | -4.0
COC(=O)c1ccccc1NC(=O)CSc1n[nH]c(C)n1 | · | · | -6.1
Cc1ccccc1-n1c(SCc2csc(Nc3ccccc3)n2)nnc1-c1cccnc1 | · | · | -3.8

An excerpt from above in order of their number in PglD DTNB, low to high.
SMILES | PglD DTNB
CC(=O)Nc1c(C(=O)O)oc2ccccc12 | -5.8
CCC(C)(C)NC(=O)Cc1ccccc1OC | -4.0
Cc1ccccc1-n1c(SCc2csc(Nc3ccccc3)n2)nnc1-c1cccnc1 | -3.8
CN1c2ccccc2C(C)(C)C12CC(CCl)=NO2 (stereo unspecified) | -0.1
Cc1cc2nc(SCCOC(=O)Nc3ccccc3)nc(C)c2cc1C | 0.8
CCCCC(=O)Nc1c(C)cc(C)cc1Cl | 3.1
Cc1c(-c2ccccc2)cn2c1-c1ccc(C)n1CC2 | 6.0

Additional structures follow.
SMILES | E-sel inducer | DENV2 CPE | PglD DTNB
Cc1cc(C)n(-c2nc3ccccc3c(=O)n2OCc2ccc(F)cc2)n1 | · | · | 0.4
Cc1ccc[n+](CC(=O)/C=C2\N(C)c3ccccc3C2(C)C)c1 | · | · | -0.9
CC(=O)c1cccc(NC(=O)COc2ccc(S(=O)(=O)N3CCCCC3)cc2)c1 | · | · | 4.7
CCOC(=O)NC(=O)CSc1nnc(SCCC(=O)O)s1 | · | · | 2.6
COc1ccc(S(=O)(=O)N2CC(C(=O)O)Oc3ccc(CC(=O)O)cc32)cc1 (stereo unspecified) | · | · | 0.4
CCCc1cc(=O)oc2cc(C)cc(OCC(=O)O)c12 | · | · | -3.4
CCS(=O)(=O)c1ccc2oc(SCC(=O)NC3CCCC(C)C3C)nc2c1 (stereo unspecified) | · | · | -4.1
Nn1c(SC/C=C/c2ccccc2)nnc1-c1cccnc1 | · | · | 0.1
O=C(Nc1cccc2ccccc12)c1onc2c1CCCC2 | · | · | 1.7
CC(=O)N1CCc2cc(S(=O)(=O)NCCCOC(C)C)ccc21 | · | · | 0.2
NS(=O)(=O)c1ccc(NC(=O)NC2CCCCC2)cc1 | · | · | 3.0
Cc1ccc(OC(=O)Cn2c(C(F)(F)F)nc3ccccc32)cc1 | · | · | -2.5
CCC1C(C#N)=C(SC)NC2=C1C(=O)CC(C)(C)C2 (stereo unspecified) | · | · | -3.1
CS(=O)(=O)NCCSc1nnnn1-c1ccccc1 | · | · | -0.9
CCC(C)NC(=O)C1CCCN(S(=O)(=O)c2ccc(-n3cnnn3)cc2)C1 (stereo unspecified) | · | · | 0.9
CCOC(=O)CSc1nc(N)c(C#N)c(-c2ccc(OC)cc2)c1C#N | · | · | -1.1
Cn1c(-c2ccccc2O)cc2ccccc21 | · | · | -1.9
CCOc1ccc(-c2[nH]nc3c2C(c2ccc4c(c2)OCO4)C(C#N)=C(N)O3)cc1OC (stereo unspecified) | · | · | -6.8
CCOc1ccccc1-c1cc(C(=O)N/N=C/c2ccc3c(c2)OCO3)c2ccccc2n1 | · | · | 13.5
CCc1c(C)nc2ncnn2c1N1CCC(C(=O)NCc2cccc(OC)c2)CC1 | · | · | -2.2
CCC(C(=O)Nc1cc(C)on1)c1ccccc1 (stereo unspecified) | · | · | 5.3
COc1ccc(C(=O)/C=C/c2ccc(OC)c(O)c2)c(F)c1 | · | · | -5.0
Oc1ccccc1C(=S)N1CCCCC1 | · | · | 2.8
CCN(CC)CCNC(=O)CCCNC(=O)Cn1cnc2sc(C)c(C)c2c1=O | · | · | -0.8
Cc1cccn2cc(CNC(=O)CC3CCCC3)nc12 | · | · | -4.5
COc1ccc(OC)c(NC(=O)CSc2nnnn2-c2ccccc2F)c1 | · | · | -1.7
COc1ccc(-c2nnc(SCC(=O)NC(C)C)n2CC2CCCO2)cc1OC (stereo unspecified) | · | · | 2.5
CCCn1c(SCC(=O)Nc2nc3c(s2)CCCC3)nc2c1c(=O)n(C)c(=O)n2C | · | · | -4.3
Cc1oc2nc(SCCCC(=O)NCCCO)nc(N)c2c1C | · | · | 2.1
Cc1cccc(N2CC(O)=C(c3nc4ccccc4n3C)C2=N)c1 | · | · | 4.0
COc1ccc(-c2nnc(SCc3nc4ccccc4s3)n2C(C)C)cc1 | · | · | -3.8
CCCn1c(Nc2ccccc2C)nc2ccccc21 | · | · | -2.9
COc1ccc(C(=O)COC(=O)C2CCN(S(=O)(=O)c3cccc4cccnc34)CC2)cc1 | · | · | -0.9
COC(=O)c1ccc(COc2ccccc2/C=C(\C#N)C(=O)Nc2ccccc2C)cc1 | · | · | -6.6
COc1cccc(C2CC(=O)NC3=C2C(=O)CCC3)c1 (stereo unspecified) | · | · | -3.9
CC(O)C(O)C(O)C(O)C1NCCS1 (stereo unspecified) | · | · | -1.5
Cc1cccc(-n2ccnc2SCC(=O)Nc2nccs2)c1 | · | · | -1.2
O=C(CSCc1ccccc1)N1CCc2ccccc21 | · | · | 0.5
CCOC(=O)N1CCN(S(=O)(=O)c2ccc(F)c(C(=O)Nc3ccc(C)c(Cl)c3)c2)CC1 | · | · | -3.3
CC1CCC2(CC1)NC(=O)N(CC(=O)c1ccc[nH]1)C2=O (stereo unspecified) | · | · | -3.2

Reprinted from the part before: five entries, followed by the next part.
SMILES | E-sel inducer | DENV2 CPE | PglD DTNB
CC(O)C(O)C(O)C(O)C1NCCS1 (stereo unspecified) | · | · | -1.5
Cc1cccc(-n2ccnc2SCC(=O)Nc2nccs2)c1 | · | · | -1.2
O=C(CSCc1ccccc1)N1CCc2ccccc21 | · | · | 0.5
CCOC(=O)N1CCN(S(=O)(=O)c2ccc(F)c(C(=O)Nc3ccc(C)c(Cl)c3)c2)CC1 | · | · | -3.3
CC1CCC2(CC1)NC(=O)N(CC(=O)c1ccc[nH]1)C2=O (stereo unspecified) | · | · | -3.2
O=C(NCc1ccccn1)c1cn(Cc2ccccc2)nn1 | · | · | -2.3
Cc1ccc2nnc(Cl)n2n1 | · | · | 9.9
O=c1oc2ccccc2c(O)c1C=NCc1ccccn1 | · | · | -3.6
CCOC(=O)N1CCN(C2CC(=O)N(c3ccc(C)cc3)C2=O)CC1 (stereo unspecified) | · | · | -5.5
COC(=O)c1ccc(NC(=O)CSc2nnc(C(C)NC(=O)c3ccccc3Cl)n2C)cc1 (stereo unspecified) | · | · | 1.0
CCNc1nnc(CSc2nc3ccccc3s2)s1 | · | · | 1.9
CCCOc1ccc(S(=O)(=O)NCCCN2CCOCC2)c2ccccc12 | · | · | 5.1
O=C(COc1ccccc1)NC(=S)Nc1cccc(NC(=O)c2ccccc2Cl)c1 | · | · | 11.5
COc1ccc(S(=O)(=O)NN=C2CCCCC2)cc1 | · | · | -4.1
COc1cc(NC(=O)c2ccccc2Cl)ccc1NC(=O)c1ccco1 | · | · | -1.1
Cc1ccc2nc(-c3ccc(N4C(=N)SC5CS(=O)(=O)CC54)cc3)sc2c1 (stereo unspecified) | · | · | 1.6
COCCNC(=O)C(c1cccs1)N(C(=O)Cn1nnc2ccccc21)c1cccc(C)c1 (stereo unspecified) | · | · | 1.0
C=CCn1c(SCc2c(C)noc2C)nc2sc(C)c(C)c2c1=O | · | · | 5.4
Cc1ccc(Oc2nc3ccccc3n3c(C)nnc23)c(C)c1 | · | · | -2.7
c1ccc(N2CCCCC2)c(NC2=NCCC2)c1 | · | · | 5.6
COc1cccc(-c2ccc(CC[C@H]3O[C@H]4CC[C@H](CO)O[C@H]4C[C@@H]3NC(=O)CN(C)C)cc2)c1 | · | -14.3 | ·
COc1ccc(S(=O)(=O)Nc2ccc3c(c2)C(=O)N([C@H](C)CO)C[C@@H](C)[C@H](CN(C)C(=O)Nc2ccc4c(c2)OCO4)O3)cc1 | 0.0 | · | ·
Cc1cccc(NC(=O)c2cc([N+](=O)[O-])ccc2NC2CCCCC2)c1 | 1.8 | · | ·
Cc1cccc(OCC(=O)Nc2ccc3c(C)cc(=O)oc3c2)c1 | 2.0 | · | ·
COc1cc(C(=O)Nc2ccccc2C2COC(=O)C2=N)cc(OC)c1OC (stereo unspecified) | -0.4 | · | ·
O=C(CC12CC3CC(CC(C3)C1)C2)N1CCN(S(=O)(=O)c2cccs2)CC1 | 0.4 | · | ·
O=[N+]([O-])c1cccc(/C([O-])=C(/C(=S)Nc2ccccc2)[n+]2ccccc2)c1 | 0.4 | · | ·
COc1ccc(NC(=O)c2cccnc2NCCc2ccccc2)cc1 | -0.1 | · | ·
C[C@H](CO)N1C[C@H](C)[C@@H](CN(C)Cc2ccc(-c3ccccc3)cc2)Oc2c(NC(=O)Nc3cccc4ccccc34)cccc2C1=O | 90.5* | · | ·
Cc1ccc(-n2nnnc2-c2cnc(N3CCCC3)nc2C(F)(F)F)cc1 | 4.8 | · | ·
CCc1ccc(OCCOCC(O)CNC(C)CC)cc1 (stereo unspecified) | -0.1 | · | ·
CC(OC(=O)c1ccncc1)C(=O)Nc1cc(S(=O)(=O)N2CCCCC2)ccc1Cl (stereo unspecified) | 10.2 | · | ·
C[C@H]1CN([C@@H](C)CO)C(=O)c2cccc(NC(=O)Nc3ccccc3)c2O[C@@H]1CN(C)S(=O)(=O)c1cccs1 | -0.3 | · | ·
O=C(NC(Cc1c[nH]c2ccccc12)C(=O)Nc1ccc(F)c([N+](=O)[O-])c1)c1cccs1 (stereo unspecified) | 3.8 | · | ·
COc1ccc(C(=O)NC(=S)NCc2cccnc2)cc1[N+](=O)[O-] | -0.1 | · | ·
Cc1noc(C)c1NC(=O)Nc1cccc2c1O[C@H](CN(C)C(=O)Nc1ccc(F)cc1)[C@H](C)CN([C@@H](C)CO)C2=O | -0.1 | · | ·
O=C1Nc2ccccc2N(O)N1c1cc(-c2ccccc2Cl)no1 | 1.4 | · | ·
Cc1cc(N=Cc2c(O)n(-c3ccc(C)c(C)c3)c(=O)c3ccccc23)no1 | 0.1 | · | ·
CN(Cc1ccco1)S(=O)(=O)c1ccc2c(c1)CCN2C(=O)CCC(=O)O | -0.2 | · | ·
Cc1cccc(C)c1NC(=S)N=Nc1c(O)n(C)c2ccc(S(=O)(=O)N3CCOCC3)cc12 | 0.2 | · | ·
Cc1ccc(C)c(NC(=S)N(C)CCc2ccccn2)c1 | 0.2 | · | ·
O=C(c1ccccc1Sc1ccc([N+](=O)[O-])cc1)N1CCCCC1 | -0.1 | · | ·
O=c1c2cccnc2[nH]c(=S)n1Cc1ccccc1 | -1.1 | · | ·
O=C(CCn1c(=O)oc2ccccc21)NCCCN1CCN(c2ccc(F)cc2)CC1 | -1.3 | · | ·
C[C@@H]1CN([C@H](C)CO)C(=O)Cc2cc(NC(=O)Nc3ccccc3)ccc2O[C@@H]1CN(C)Cc1ccc(C(=O)Nc2ccccc2N)cc1 | 0.7 | · | ·
C[C@H](CO)N1C[C@H](C)[C@@H](CN(C)Cc2ccc(Oc3ccccc3)cc2)Oc2ccc(NC(=O)C3CCCCC3)cc2C1=O | 1.2 | · | ·
CCOC(=O)C1=NN(c2ccc([N+](=O)[O-])cc2)CC1C(=O)OC (stereo unspecified) | -0.3 | · | ·

Bioassay records (PubChem)
